RAD52 inh = inhibitors of human RAD52 DNA annealing. inhibition, % at 18.7 µM. P43351. AID 651710. recombinant RAD52 DNA annealing, FRET fluorescence. hit rate 0.46% among 360,000;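 active means every replicate showing at least 50% inhibition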
Target sequence (P43351 whole entry, looked up): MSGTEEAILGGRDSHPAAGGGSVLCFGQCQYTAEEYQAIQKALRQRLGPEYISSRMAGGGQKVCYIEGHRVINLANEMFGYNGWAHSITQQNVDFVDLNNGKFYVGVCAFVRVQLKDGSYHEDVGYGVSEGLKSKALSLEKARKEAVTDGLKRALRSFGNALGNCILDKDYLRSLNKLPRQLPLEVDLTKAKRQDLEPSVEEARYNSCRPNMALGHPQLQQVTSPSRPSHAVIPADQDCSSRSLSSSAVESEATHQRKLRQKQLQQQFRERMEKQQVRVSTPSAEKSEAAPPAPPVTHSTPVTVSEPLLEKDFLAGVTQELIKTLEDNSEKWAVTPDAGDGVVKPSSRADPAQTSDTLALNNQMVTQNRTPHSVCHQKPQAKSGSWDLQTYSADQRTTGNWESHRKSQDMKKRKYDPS
CASP6 VEID inh = caspase-6 (human) enzyme inhibition; purified caspase-6, Z-VEID-R110 cleavage fluorescence; P55212; inhibition, % at 12.5 µM; hit rate 0.53% among 350,000;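 active means mean inhibition across replicates at least about 35%, with every replicate also reaching that limit, limit read from the data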;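 further: 0% = median of neutral control wells and 100% = no fluorescence left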
esBAF inh = blocks esBAF chromatin remodeling in mouse ES cells; Bmi1-luciferase knock-in reporter, 24 h; 100% = twice the neutral-well signal; reporter increase, % at 12.5 µM; hit rate 2% among 350,000; in the data active means activation above about 40%;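 further: 0% = median of the plate's neutral control wells and 100% = double that signal; a rise in the Bmi1 reporter signal indicates esBAF inhibition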
ERp5 inh = blocks human ERp5 reductase activity on insulin; Q15084; ERp5 insulin aggregation, absorbance 650 nm, 90 min; inhibition, % at 9.99 µM; hit rate 0.05% among 350,000;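 active means mean replicate inhibition above about 25%, with every replicate also reaching it, limit read from the data, passing the limit was not always enough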
ARNT-TACC3 inh = disruptors of human ARNT/TACC3 interaction | Q9Y6A5 | inhibition, % at 9.99 µM | hit rate 0.66% among 390,000 | AlphaScreen His-ARNT PAS-B/GST-TACC3 binding, luminescence; TACC3 fragment carries E629A point mutation;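 active means mean inhibition of replicates at least 50% and at least half of replicates each reaching 50%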;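 further: 0% = complete ARNT plus TACC3 wells and 100% = ARNT alone without TACC3; many hits fall short of the cut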
RAD54 branch = RAD54 (human) branch migration inhibition. inhibition, % at 10.4 µM. hit rate 0.14% among 360,000. RAD54 Holliday junction branch migration, FAM/BHQ fluorescence. AID 602329;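 active means mean normalized replicate activity at least 40 and at least half of replicates scoring 40 or more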;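 further: 0% = median of neutral control wells and 100% = median of positive control wells; inhibitors cause a drop in the FAM fluorescence signal; in these data hits start at about 50%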
PglD inh = PglD (C. jejuni) enzyme inhibition; purified PglD enzyme, DTNB colorimetric CoA detection; inhibition, % at 12.5 µM; hit rate 0.098% among 360,000; in the data active means inhibition above about 16%, passing the limit was not always enough; further: strong numbers were not always called active
E-sel inducer = E-selectin induction on HUVECs | activation, % at 7.58 µM | hit rate 0.37% among 260,000 | P16581 | HUVEC E-selectin immunofluorescence imaging; normalized: neutral wells 0, TNF-alpha wells 100;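 active means mean E-selectin-positive cell signal at least 10% of the positive control, reached in at least 60% of replicates, without over 20% cell loss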;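 further: in these data hits start at about 27%; measured in HUVEC primary endothelial cells; signal is the percent of cells scored E-selectin positive by PE staining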
Target sequence (P16581 whole entry, looked up): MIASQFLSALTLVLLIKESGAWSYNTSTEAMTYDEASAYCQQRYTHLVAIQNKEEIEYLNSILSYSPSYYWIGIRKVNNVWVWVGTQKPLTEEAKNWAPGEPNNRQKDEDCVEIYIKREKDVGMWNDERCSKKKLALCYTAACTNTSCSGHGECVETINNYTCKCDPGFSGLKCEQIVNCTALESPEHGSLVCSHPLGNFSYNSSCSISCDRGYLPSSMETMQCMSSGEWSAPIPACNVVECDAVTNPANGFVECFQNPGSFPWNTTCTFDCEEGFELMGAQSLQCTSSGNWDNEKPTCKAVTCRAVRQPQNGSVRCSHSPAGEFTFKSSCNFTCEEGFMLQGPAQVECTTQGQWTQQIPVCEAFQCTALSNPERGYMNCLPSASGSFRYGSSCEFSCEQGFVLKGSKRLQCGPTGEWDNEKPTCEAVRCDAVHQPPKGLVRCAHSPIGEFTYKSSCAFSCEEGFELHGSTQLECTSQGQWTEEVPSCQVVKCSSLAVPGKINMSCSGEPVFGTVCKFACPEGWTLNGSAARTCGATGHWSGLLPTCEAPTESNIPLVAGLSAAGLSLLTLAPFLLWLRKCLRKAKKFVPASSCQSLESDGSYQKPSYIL
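System: HUVEC, human umbilical vein endothelial cells; quantity: 3,000 cells/well; buffer or medium: EGM-2 medium, gelatin-coated wells; dosing: single-point compound dose; detection: immunofluorescence imaging; evaluation: % PE-positive cells; benchmarks: TNF-alpha, DMSO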
The depositor's hits bear a star.

How did Fc1ccc(-[n+]2nc(Nc3ccccc3)sc2-c2cccc(Cl)c2Cl)cc1 do in these assays?
RAD52 inh: -35; CASP6 VEID inh: 0; esBAF inh: 6; ERp5 inh: 0; ARNT-TACC3 inh: -1; RAD54 branch: 0; PglD inh: 1

Results for CC(CNS(=O)(=O)c1ccc2c(c1)NC(=O)CCS2)c1ccccc1 (centres undefined) ?
RAD52 inh: -8; CASP6 VEID inh: 2; ERp5 inh: 5; ARNT-TACC3 inh: -12

Results for CCOC(=O)c1sc(=NC(=O)c2cccc(C)c2)n(C)c1C ?
RAD52 inh: 2; CASP6 VEID inh: 1; ERp5 inh: 8; ARNT-TACC3 inh: -2; E-sel inducer: 1.2

What do the screens show for `Cc1ccc(S(=O)(=O)Nc2cccc3c2O[C@H](CN(C)S(=O)(=O)c2cccs2)[C@@H](C)CN([C@@H](C)CO)C3=O)cc1`?
RAD52 inh: -12; CASP6 VEID inh: 0; esBAF inh: -7; ERp5 inh: -4; ARNT-TACC3 inh: 1; RAD54 branch: -7; PglD inh: -2; E-sel inducer: 0.4

Results for CC(=O)c1c(COC(=O)c2ccc(C)cc2)nc2ccccc2[n+]1[O-] ?
RAD52 inh: -12; CASP6 VEID inh: 3; ERp5 inh: 2; RAD54 branch: 5; PglD inh: -7; E-sel inducer: 0.1

What do the screens show for `Cc1ccccc1C(=O)NC1CCN(C(=O)N(c2ccccc2)c2ccccc2)CC1`?
esBAF inh: -1; ARNT-TACC3 inh: -3; RAD54 branch: 2; PglD inh: 3

How did COCCSc1ccccc1C(=O)N1CCN(Cc2ccc3c(c2)OCO3)CC1 do in these assays?
RAD52 inh: -8; CASP6 VEID inh: -4; esBAF inh: 1; ERp5 inh: -1; ARNT-TACC3 inh: -4; RAD54 branch: 5; PglD inh: -6

What do the screens show for `Cc1noc(C)c1S(=O)(=O)N(C)C[C@H]1OCCCC[C@@H](C)Oc2ccc(NC(=O)Nc3cccc4ccccc34)cc2C(=O)N([C@@H](C)CO)C[C@@H]1C`?
RAD52 inh: -6; CASP6 VEID inh: -4; esBAF inh: 7; ERp5 inh: 0; ARNT-TACC3 inh: -7; RAD54 branch: 9; PglD inh: 3; E-sel inducer: 0.3

Results for CC(C)NC1(C(N)=O)CCNCC1 ?
RAD52 inh: -15; CASP6 VEID inh: -5; esBAF inh: -5; ERp5 inh: -7; ARNT-TACC3 inh: 2; RAD54 branch: 8; PglD inh: -3; E-sel inducer: -0.4

How did O=C(Cc1ccc(F)cc1)Nc1nccs1 do in these assays?
RAD52 inh: -5; CASP6 VEID inh: 0; esBAF inh: 3; ERp5 inh: -1; ARNT-TACC3 inh: -3; RAD54 branch: 1; PglD inh: 4

Results for CCCCNC(=O)c1ccc(CNS(=O)(=O)c2ccc(Br)cc2)cc1 ?
RAD52 inh: -2; CASP6 VEID inh: -2; esBAF inh: 1; ERp5 inh: -6; ARNT-TACC3 inh: -10; RAD54 branch: -8; PglD inh: 5; E-sel inducer: 8.7

How did Cc1cc(=O)oc2c(CN3CCCC3)c(O)c(Cl)cc12 do in these assays?
RAD52 inh: -26; CASP6 VEID inh: 18; esBAF inh: -3; ERp5 inh: -1; ARNT-TACC3 inh: -6; RAD54 branch: -1; PglD inh: -2; E-sel inducer: 0.1

How did Cc1cccc(NC(=O)c2c([N+](=O)[O-])cnn2C)c1 do in these assays?
RAD52 inh: 4; CASP6 VEID inh: -1; esBAF inh: -1; ERp5 inh: 2; ARNT-TACC3 inh: -7; RAD54 branch: 1; PglD inh: 2; E-sel inducer: 0.1

Results for O=C(Nc1ccccc1)N1CCCCN2[C@H](CO)[C@H](c3ccc(C4=CCCCC4)cc3)[C@@H]2C1 ?
RAD52 inh: 13; CASP6 VEID inh: 0; esBAF inh: -10; ERp5 inh: 3; ARNT-TACC3 inh: -1; RAD54 branch: -7; PglD inh: -1; E-sel inducer: 0.0

How did CCN(CC)S(=O)(=O)c1ccc(N=NC2=C(O)CC(C)(C)CC2=O)cc1 do in these assays?
ARNT-TACC3 inh: -1; RAD54 branch: -3; PglD inh: -10; E-sel inducer: 0.1

How did Nc1cc(N)nc(SCC(=O)NC2CCCCCCC2)n1 do in these assays?
RAD52 inh: -14; CASP6 VEID inh: 34; esBAF inh: -1; ERp5 inh: 0; ARNT-TACC3 inh: -4; RAD54 branch: 0; PglD inh: 5; E-sel inducer: 0.3

How did CCN1c2ccccc2-c2nc3ccccc3n2C1c1ccccn1 (centres undefined) do in these assays?
esBAF inh: -2; ARNT-TACC3 inh: -8; RAD54 branch: 0; PglD inh: -3

How did COc1ccc(C(=O)NNC(=O)C(=O)Nc2cccc3ccccc23)cc1 do in these assays?
RAD52 inh: -1; CASP6 VEID inh: -2; esBAF inh: 1; ERp5 inh: 1; ARNT-TACC3 inh: 1; RAD54 branch: 21; PglD inh: 4

How did COc1ccc(/C=C2/C(=O)N(CC3CCCO3)C(=S)N2C)c(OC)c1 (centres undefined) do in these assays?
esBAF inh: -1; ARNT-TACC3 inh: 19; RAD54 branch: 13; PglD inh: -8

How did CCn1cnc2c1c(=O)n(CC(=O)OC)c(=O)n2Cc1ccccc1 do in these assays?
RAD52 inh: 1; CASP6 VEID inh: -2; esBAF inh: -5; ERp5 inh: -2; ARNT-TACC3 inh: -1; RAD54 branch: -4; PglD inh: 4

How did O=C(NCCS(=O)(=O)NCc1ccccc1Cl)c1ccc2c(c1)OCO2 do in these assays?
RAD52 inh: -11; CASP6 VEID inh: 3; esBAF inh: 7; ERp5 inh: -3; ARNT-TACC3 inh: -7; RAD54 branch: 0; PglD inh: -1

Results for CCOC(=O)CSc1nc(N)c(C#N)c(-c2cccs2)c1C#N ?
esBAF inh: -3; ARNT-TACC3 inh: 13; RAD54 branch: -4; PglD inh: 1

What do the screens show for `CC(=O)c1ccc(NC(=O)c2ccccc2-c2ccccc2C(=O)O)cc1`?
RAD52 inh: -5; CASP6 VEID inh: 2; esBAF inh: -9; ERp5 inh: 1; ARNT-TACC3 inh: 1; RAD54 branch: -2; PglD inh: 6

What do the screens show for `COC(=O)c1cc(C(=O)OCC(=O)NC(=O)NCc2ccccc2)cc([N+](=O)[O-])c1`?
RAD52 inh: 2; CASP6 VEID inh: 2; esBAF inh: -1; ERp5 inh: -1; ARNT-TACC3 inh: 5; RAD54 branch: 0; PglD inh: -7; E-sel inducer: 0.9

Results for CCC(CO)Oc1cc(NCc2cccc(C(F)(F)F)c2)c2ncn(C(C)C)c2c1 (centres undefined) ?
RAD52 inh: -15; CASP6 VEID inh: 12; esBAF inh: 4; ERp5 inh: 2; ARNT-TACC3 inh: -14; RAD54 branch: -11; PglD inh: -5; E-sel inducer: 0.7

Results for O=C(Nc1ccc2c(c1)[C@H]1C[C@H](CC(=O)N3CCCCC3)O[C@@H](CO)[C@H]1O2)c1cccnc1 ?
RAD52 inh: 5; CASP6 VEID inh: -1; esBAF inh: -4; ERp5 inh: 1; ARNT-TACC3 inh: -9; RAD54 branch: -3; PglD inh: 2; E-sel inducer: 0.2

How did COc1ccc(S(=O)(=O)N2CCN(C(=O)CC(C)C)CC2)cc1 do in these assays?
RAD52 inh: 3; CASP6 VEID inh: -3; esBAF inh: -5; ERp5 inh: 2; ARNT-TACC3 inh: 5; RAD54 branch: 0; PglD inh: -1; E-sel inducer: -0.2

What do the screens show for `CCOc1ccc2oc(C(=O)OCC(=O)N(CC(C)C)c3c(N)n(Cc4ccccc4)c(=O)[nH]c3=O)c(C)c2c1`?
RAD52 inh: -42; CASP6 VEID inh: 15; esBAF inh: 0; ERp5 inh: -5; ARNT-TACC3 inh: -2; RAD54 branch: 5; PglD inh: -5; E-sel inducer: -0.1

Results for O=C(C[C@H]1C[C@@H]2c3cc(NC(=O)c4cccnc4)ccc3O[C@@H]2[C@H](CO)O1)NCc1cc(F)ccc1F ?
RAD52 inh: -1; CASP6 VEID inh: 1; esBAF inh: -1; ERp5 inh: -5; ARNT-TACC3 inh: 9; RAD54 branch: 8; PglD inh: 1; E-sel inducer: 0.0

Results for CCOC(=O)C(Cc1cc(C(C)=O)ccc1OCC)C(=O)OCC ?
esBAF inh: -3; ARNT-TACC3 inh: -8; RAD54 branch: -9; PglD inh: -9

How did CCN(CC)S(=O)(=O)c1ccc(N2CCOCC2)c(NC(=O)c2nn(C)c(=O)c3ccccc23)c1 do in these assays?
RAD52 inh: -9; CASP6 VEID inh: 1; esBAF inh: 1; ERp5 inh: 1; ARNT-TACC3 inh: -6; RAD54 branch: -17; PglD inh: -3

What do the screens show for `CCC(=O)Nc1ccc(NCc2ccc(-c3ccccc3)cc2)cc1`?
RAD52 inh: 7; CASP6 VEID inh: -3; esBAF inh: 3; ERp5 inh: 3; ARNT-TACC3 inh: -7; RAD54 branch: -16; PglD inh: 0; E-sel inducer: -0.1

Results for C[C@@H]1CN([C@H](C)CO)C(=O)c2cc(NS(=O)(=O)c3cccs3)ccc2O[C@H]1CN(C)S(=O)(=O)c1cn(C)cn1 ?
RAD52 inh: -3; CASP6 VEID inh: -1; esBAF inh: -5; ERp5 inh: 0; ARNT-TACC3 inh: -12; RAD54 branch: 0; PglD inh: 5; E-sel inducer: -2.5

What do the screens show for `C=CCN(CC=C)c1ccc(N2C(=O)C3CCCCC3C2=O)cc1[N+](=O)[O-]` (centres undefined)?
RAD52 inh: -11; CASP6 VEID inh: 5; esBAF inh: -5; ERp5 inh: 7; ARNT-TACC3 inh: -1; RAD54 branch: -6; PglD inh: 1; E-sel inducer: 5.2

How did Cc1oc(-c2ccoc2)nc1CN(Cc1ccccc1)CC1CC1 do in these assays?
RAD52 inh: 1; CASP6 VEID inh: -2; esBAF inh: -2; ERp5 inh: -2; ARNT-TACC3 inh: 5; RAD54 branch: 4; PglD inh: 6; E-sel inducer: 0.5

Results for COc1cccc(Nc2nc3ccccc3c(=O)[nH]2)c1 ?
RAD52 inh: -19; CASP6 VEID inh: -1; esBAF inh: 13; ERp5 inh: 0; ARNT-TACC3 inh: -2; RAD54 branch: 2; PglD inh: 0; E-sel inducer: 0.3

What do the screens show for `Cc1ccc(S(=O)(=O)c2cc3c(=O)n4cccc(C)c4nc3n(Cc3ccncc3)c2=N)cc1`?
esBAF inh: 10; ARNT-TACC3 inh: -3; RAD54 branch: 1; PglD inh: -3

Part of the list above in order of molar mass, highest first.
What do the screens show for `CCOc1ccc2oc(C(=O)OCC(=O)N(CC(C)C)c3c(N)n(Cc4ccccc4)c(=O)[nH]c3=O)c(C)c2c1`?
RAD52 inh: -42; CASP6 VEID inh: 15; esBAF inh: 0; ERp5 inh: -5; ARNT-TACC3 inh: -2; RAD54 branch: 5; PglD inh: -5; E-sel inducer: -0.1

Results for CCC(CO)Oc1cc(NCc2cccc(C(F)(F)F)c2)c2ncn(C(C)C)c2c1 (centres undefined) ?
RAD52 inh: -15; CASP6 VEID inh: 12; esBAF inh: 4; ERp5 inh: 2; ARNT-TACC3 inh: -14; RAD54 branch: -11; PglD inh: -5; E-sel inducer: 0.7

What do the screens show for `C=CCN(CC=C)c1ccc(N2C(=O)C3CCCCC3C2=O)cc1[N+](=O)[O-]` (centres undefined)?
RAD52 inh: -11; CASP6 VEID inh: 5; esBAF inh: -5; ERp5 inh: 7; ARNT-TACC3 inh: -1; RAD54 branch: -6; PglD inh: 1; E-sel inducer: 5.2

How did Nc1cc(N)nc(SCC(=O)NC2CCCCCCC2)n1 do in these assays?
RAD52 inh: -14; CASP6 VEID inh: 34; esBAF inh: -1; ERp5 inh: 0; ARNT-TACC3 inh: -4; RAD54 branch: 0; PglD inh: 5; E-sel inducer: 0.3

How did O=C(Cc1ccc(F)cc1)Nc1nccs1 do in these assays?
RAD52 inh: -5; CASP6 VEID inh: 0; esBAF inh: 3; ERp5 inh: -1; ARNT-TACC3 inh: -3; RAD54 branch: 1; PglD inh: 4

Results for CC(C)NC1(C(N)=O)CCNCC1 ?
RAD52 inh: -15; CASP6 VEID inh: -5; esBAF inh: -5; ERp5 inh: -7; ARNT-TACC3 inh: 2; RAD54 branch: 8; PglD inh: -3; E-sel inducer: -0.4

Assay outcomes from PubChem.
